Source: PubChem BioAssay (NCI)
mec2-1: NCI yeast anticancer drug screen, S. cerevisiae mec2-1 strain; % growth inhibition at 50 µM; hit rate 9% among 79,000; AID 157;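 further: 0% = growth of vehicle-only cultures of the same strain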
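Readout is yeast growth inhibition, normalised to vehicle-treated controls, in the mec2-1 strain exposed to compound.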
sgs1 mgt1: NCI yeast anticancer drug screen, S. cerevisiae sgs1 mgt1 strain. growth inhibition, % at 50 µM. hit rate 10% among 78,000. AID 161;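 further: 0% = growth of vehicle-only cultures of the same strain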
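Genetically altered yeast, compound exposure, growth inhibition relative to vehicle.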
rad50: NCI yeast anticancer drug screen, S. cerevisiae rad50 strain | growth inhibition, % at 50 µM | hit rate 10% among 79,000;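 further: 0% = growth of vehicle-only cultures of the same strain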
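Genetically altered yeast (DNA repair pathway); compound treatment; growth inhibition vs vehicle ctrl.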
bub3: NCI yeast anticancer drug screen, S. cerevisiae bub3 mutant strain; growth inhibition, % at 50 µM; AID 167; hit rate 9.9% among 78,000;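 further: 0% = growth of vehicle-only cultures of the same strain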
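Part of a panel of yeast mutants defective in DNA damage repair or cell cycle regulation. Each strain is grown with compound, and inhibition is calculated relative to solvent-treated cultures.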
yeast cln2 rad14: NCI yeast anticancer drug screen, S. cerevisiae cln2 rad14 strain | % growth inhibition at 50 µM | hit rate 8.3% among 78,000;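 further: 0% = growth of vehicle-only cultures of the same strain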
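The screen exposed genetically defined yeast (cln2 rad14) to test compounds and scored growth inhibition relative to vehicle-treated controls.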
yeast mlh1 rad18: NCI yeast anticancer drug screen, S. cerevisiae mlh1 rad18 strain | growth inhibition, % at 50 µM | hit rate 11% among 79,000 | AID 175;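 further: 0% = growth of vehicle-only cultures of the same strain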
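Steps: expose repair-defective yeast to compound; measure growth; express inhibition against vehicle-treated controls.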
An asterisk follows results filed as active; & = joins results of further samples; ! = not active in a repeat. No stated cut-off is given here; in the data, active means growth inhibition above about 70%; inactive means the rest.

Screening O=C(O)CCC(=O)c1ccc2oc3ccccc3c2c1 returned mec2-1 -1, sgs1 mgt1 10, rad50 22, bub3 -4, yeast cln2 rad14 -14 and yeast mlh1 rad18 16.
For Cc1ccc(S(=O)(=O)CC(=O)NC(C)C)cc1 the results were mec2-1 -17, sgs1 mgt1 4, rad50 -4, bub3 3, yeast cln2 rad14 17 and yeast mlh1 rad18 21.
N#CCCN(CCCN1CCOCC1)CN1C(=O)c2ccccc2C1=O was read as mec2-1 9, sgs1 mgt1 36, rad50 6, bub3 35, yeast cln2 rad14 6 and yeast mlh1 rad18 19.
For NC(CSCc1ccc(I)cc1)C(=O)O (stereo not given) the results were mec2-1 -32, sgs1 mgt1 -22, rad50 -13, bub3 -32, yeast cln2 rad14 -20 and yeast mlh1 rad18 -13.
Screening C=C1C(=O)OC2CC(C)C3C=CC(=O)C3CC12 (stereo not given) returned mec2-1 92*, sgs1 mgt1 91*, rad50 89*, bub3 88*, yeast cln2 rad14 89* and yeast mlh1 rad18 91*.
For CCCCCCCCCCCCCCCCOP(=O)(O)OP(=O)(O)OCC1OC(n2ccc(N)nc2=O)C(O)C1O (stereo not given) the results were mec2-1 90*!, sgs1 mgt1 88*!, rad50 81*!, bub3 84*!, yeast cln2 rad14 85*! and yeast mlh1 rad18 91*!.
For O=C1NCC/C1=C\c1cccc([N+](=O)[O-])c1 the results were mec2-1 -12, sgs1 mgt1 -17, rad50 -11, bub3 -8, yeast cln2 rad14 -5 and yeast mlh1 rad18 -26.
For O=C(Cc1ccccc1)NN1C(=O)C(Cl)C1c1ccccc1Cl (stereo not given) the results were mec2-1 28, sgs1 mgt1 44, rad50 35, bub3 31, yeast cln2 rad14 40 and yeast mlh1 rad18 15.
For CNC(=O)/C(=C(\[O-])NC)[S+](C)(C)=O the results were mec2-1 2, sgs1 mgt1 -7, rad50 -2, bub3 -13, yeast cln2 rad14 -30 and yeast mlh1 rad18 -1.
For CCCCCCOC(=O)/C=C(\CC(=O)OCCCCCC)C(=O)OCCCCCC the results were mec2-1 8, sgs1 mgt1 9, rad50 -17, bub3 -2, yeast cln2 rad14 34 and yeast mlh1 rad18 3.
O=C(O)/C(=C\c1cccc(O)c1)c1ccccc1 was read as mec2-1 -30, sgs1 mgt1 -16, rad50 -19, bub3 -3, yeast cln2 rad14 -7 and yeast mlh1 rad18 -6.
Screening Cc1cc(O)c(C)c(C)c1Cl returned mec2-1 13, sgs1 mgt1 39, rad50 36, bub3 3, yeast cln2 rad14 31 and yeast mlh1 rad18 19.
CN(C)c1ccc(C(=O)O)cc1 was read as mec2-1 11, sgs1 mgt1 -20, rad50 -1, bub3 -18, yeast cln2 rad14 -29 and yeast mlh1 rad18 -16.
C/C(=C/CNc1ncnc2c1ncn2CCC(=O)O)CO was read as mec2-1 12, sgs1 mgt1 -32, rad50 -22, bub3 2, yeast cln2 rad14 2 and yeast mlh1 rad18 0.
`N#CC(C#N)N=O` (tested in a mixture with another compound) gave mec2-1 -15, sgs1 mgt1 -15, rad50 -4, bub3 -7, yeast cln2 rad14 -20 and yeast mlh1 rad18 -6.
`C=CCNc1nnc(C)s1` gave mec2-1 20, sgs1 mgt1 -22, rad50 15, bub3 -15, yeast cln2 rad14 -16 and yeast mlh1 rad18 -5.
C/C(=N\NC(N)=O)c1ccccc1 was read as mec2-1 -3, sgs1 mgt1 -1, rad50 -6, bub3 9, yeast cln2 rad14 1 and yeast mlh1 rad18 -11.
For COC(=O)c1cc(C(C)O)nc2ccccc12 (stereo not given) the results were mec2-1 4, sgs1 mgt1 6, rad50 5, bub3 27, yeast cln2 rad14 1 and yeast mlh1 rad18 6.
CN1CCCNCCN(CCc2ccccn2)CCCN(C)CC1 was read as mec2-1 -2, sgs1 mgt1 -12, rad50 3, bub3 0, yeast cln2 rad14 -8 and yeast mlh1 rad18 7.
`O=[N+]([O-])c1cccc(C(F)(F)F)c1` gave mec2-1 -12, sgs1 mgt1 -9, rad50 -4, bub3 34, yeast cln2 rad14 -24 and yeast mlh1 rad18 -10.
CC(C)C(NC(=O)OC(C)(C)C)C(=O)N1CCCC1C(=O)OCc1ccccc1 (stereo not given) was read as mec2-1 -14, sgs1 mgt1 10, rad50 10, bub3 3, yeast cln2 rad14 15 and yeast mlh1 rad18 9.
`O=C1/C(=C\c2ccccc2)Oc2ccc(Cl)cc21` gave mec2-1 11, sgs1 mgt1 61, rad50 58, bub3 30, yeast cln2 rad14 26 and yeast mlh1 rad18 32.
CCCCNC1=CC(=O)c2ccccc2C1=O was read as mec2-1 6, sgs1 mgt1 6, rad50 6, bub3 -11, yeast cln2 rad14 -52 and yeast mlh1 rad18 8.
For CN(C)c1ccc(/C=C/C=O)cc1 the results were mec2-1 1, sgs1 mgt1 -48, rad50 17, bub3 26, yeast cln2 rad14 16 and yeast mlh1 rad18 17.
`O=C(CCN1CCOCC1)Nc1ccc(F)cc1F` gave mec2-1 3, sgs1 mgt1 -3, rad50 -19, bub3 -37, yeast cln2 rad14 7 and yeast mlh1 rad18 -6.
For O=S(=O)(O)CC(O)CN1CCN(CCO)CC1 (stereo not given) the results were mec2-1 -36, sgs1 mgt1 -37, rad50 -19, bub3 -24, yeast cln2 rad14 5 and yeast mlh1 rad18 -6.
Screening CCOC(=O)C(/C=N/C(=S)Nc1c(C)cccc1C)=C(/O)c1ccccc1 returned mec2-1 -22, sgs1 mgt1 -26, rad50 -50, bub3 -21, yeast cln2 rad14 -19 and yeast mlh1 rad18 -33.
CCOC(=O)CC(Sc1ccccc1)Sc1ccccc1 was read as mec2-1 31, sgs1 mgt1 38, rad50 -12, bub3 35, yeast cln2 rad14 -17 and yeast mlh1 rad18 33.
`CCOc1ccc(I)cc1` gave mec2-1 12, sgs1 mgt1 -18, rad50 11, bub3 -1, yeast cln2 rad14 37 and yeast mlh1 rad18 -12.
`CC(=O)c1ccc2c(c1)sc1ccccc12` gave mec2-1 -25, sgs1 mgt1 -6, rad50 67, bub3 28, yeast cln2 rad14 -2 and yeast mlh1 rad18 56.
For O=C1/C(=C/c2cccc([N+](=O)[O-])c2)Sc2scc(-c3ccc([N+](=O)[O-])cc3)[n+]21 the results were mec2-1 62, sgs1 mgt1 95*, rad50 85*, bub3 93*, yeast cln2 rad14 59 and yeast mlh1 rad18 94*.
`CC(C)(C)c1cc2c(c(C(C)(C)C)c1O)CC(=O)O2` gave mec2-1 45, sgs1 mgt1 58, rad50 28, bub3 72*, yeast cln2 rad14 54 and yeast mlh1 rad18 74*.
CC(C)/C=C1\CCC(CN2CCOCC2)C1=O (stereo not given) was read as mec2-1 28, sgs1 mgt1 49, rad50 72*, bub3 31, yeast cln2 rad14 31 and yeast mlh1 rad18 67.
For CN(/N=C/c1cccc2cccnc12)c1ccc([N+](=O)[O-])cc1[N+](=O)[O-] the results were mec2-1 -3, sgs1 mgt1 -7, rad50 1, bub3 0, yeast cln2 rad14 21 and yeast mlh1 rad18 -42.
CC12C(=O)OC(=O)C1C1c3ccccc3C2c2ccccc21 (stereo not given) was read as mec2-1 90*, sgs1 mgt1 89*, rad50 90*, bub3 90*, yeast cln2 rad14 87* and yeast mlh1 rad18 88*.
`Cc1c(Br)c(C)[n+]([O-])n1O` gave mec2-1 9, sgs1 mgt1 5, rad50 4, bub3 26, yeast cln2 rad14 -17 and yeast mlh1 rad18 0.
`O=C(O)CCc1nc(-c2ccccc2-n2cccc2)no1` gave mec2-1 -36, sgs1 mgt1 -30, rad50 -44, bub3 -15, yeast cln2 rad14 38 and yeast mlh1 rad18 8.
For CCCCCC(Cl)(CC)CCCCC the results were mec2-1 -1, sgs1 mgt1 -17, rad50 -23, bub3 1, yeast cln2 rad14 -40 and yeast mlh1 rad18 -9.
`CCC(=O)c1ccccc1O` gave mec2-1 -1, sgs1 mgt1 -28, rad50 -34, bub3 0, yeast cln2 rad14 -3 and yeast mlh1 rad18 -6.
Screening N#Cc1ccc(OCCCCCOc2ccc(C#N)cc2)cc1 returned mec2-1 -1, sgs1 mgt1 -1, rad50 -11, bub3 -3, yeast cln2 rad14 -43 and yeast mlh1 rad18 -6.

Some of these compounds in order of count of non-hydrogen atoms, ascending:
`CCOc1ccc(I)cc1` gave mec2-1 12, sgs1 mgt1 -18, rad50 11, bub3 -1, yeast cln2 rad14 37 and yeast mlh1 rad18 -12.
For CN(C)c1ccc(/C=C/C=O)cc1 the results were mec2-1 1, sgs1 mgt1 -48, rad50 17, bub3 26, yeast cln2 rad14 16 and yeast mlh1 rad18 17.
For O=S(=O)(O)CC(O)CN1CCN(CCO)CC1 (stereo not given) the results were mec2-1 -36, sgs1 mgt1 -37, rad50 -19, bub3 -24, yeast cln2 rad14 5 and yeast mlh1 rad18 -6.
`O=C1/C(=C\c2ccccc2)Oc2ccc(Cl)cc21` gave mec2-1 11, sgs1 mgt1 61, rad50 58, bub3 30, yeast cln2 rad14 26 and yeast mlh1 rad18 32.
`CC(C)(C)c1cc2c(c(C(C)(C)C)c1O)CC(=O)O2` gave mec2-1 45, sgs1 mgt1 58, rad50 28, bub3 72*, yeast cln2 rad14 54 and yeast mlh1 rad18 74*.
`O=C(O)CCc1nc(-c2ccccc2-n2cccc2)no1` gave mec2-1 -36, sgs1 mgt1 -30, rad50 -44, bub3 -15, yeast cln2 rad14 38 and yeast mlh1 rad18 8.
CC12C(=O)OC(=O)C1C1c3ccccc3C2c2ccccc21 (stereo not given) was read as mec2-1 90*, sgs1 mgt1 89*, rad50 90*, bub3 90*, yeast cln2 rad14 87* and yeast mlh1 rad18 88*.
For CN(/N=C/c1cccc2cccnc12)c1ccc([N+](=O)[O-])cc1[N+](=O)[O-] the results were mec2-1 -3, sgs1 mgt1 -7, rad50 1, bub3 0, yeast cln2 rad14 21 and yeast mlh1 rad18 -42.
Screening CCOC(=O)C(/C=N/C(=S)Nc1c(C)cccc1C)=C(/O)c1ccccc1 returned mec2-1 -22, sgs1 mgt1 -26, rad50 -50, bub3 -21, yeast cln2 rad14 -19 and yeast mlh1 rad18 -33.
CC(C)C(NC(=O)OC(C)(C)C)C(=O)N1CCCC1C(=O)OCc1ccccc1 (stereo not given) was read as mec2-1 -14, sgs1 mgt1 10, rad50 10, bub3 3, yeast cln2 rad14 15 and yeast mlh1 rad18 9.

Following part.
`CCCCCCCC(Nc1nncs1)Nc1nncs1` gave mec2-1 -22, sgs1 mgt1 4, rad50 -19, bub3 8, yeast cln2 rad14 -6 and yeast mlh1 rad18 12.
`OCCNc1nc2ccccc2c2ccccc12` gave mec2-1 6, sgs1 mgt1 8, rad50 -4, bub3 8, yeast cln2 rad14 -33 and yeast mlh1 rad18 -4.
For CC1=C(C)CN(CCC(=O)O)C(C(N)=O)C1 (stereo not given) the results were mec2-1 -2, sgs1 mgt1 -4, rad50 -12, bub3 18, yeast cln2 rad14 18 and yeast mlh1 rad18 -10.
For CCc1ccc(NC(=O)c2cc(OC)c(OC)c(OC)c2)cc1 the results were mec2-1 29, sgs1 mgt1 3, rad50 1, bub3 18, yeast cln2 rad14 -12 and yeast mlh1 rad18 29.
O=C(CCCCCCCCC(=O)NCC1(c2ccccc2)CCN(Cc2ccccc2)CC1)NCC1(c2ccccc2)CCN(Cc2ccccc2)CC1 was read as mec2-1 6&-17, sgs1 mgt1 -19&-14, rad50 8&-7, bub3 4&10, yeast cln2 rad14 2&-11 and yeast mlh1 rad18 26&-1.
For NC(=S)c1c(N)n(C2OC(CO)C(O)C2O)c2ncnc(N)c12 (stereo not given) the results were mec2-1 -10, sgs1 mgt1 7, rad50 7, bub3 -6, yeast cln2 rad14 -3 and yeast mlh1 rad18 3.
`CC(=O)NCC(O)C(O)C(O)C(O)COC(=O)c1ccccc1` (stereo not given) gave mec2-1 -1, sgs1 mgt1 19, rad50 7, bub3 -2, yeast cln2 rad14 -6 and yeast mlh1 rad18 -5.
Screening Nc1cc(Cl)cc2cc(Cl)cnc12 returned mec2-1 55, sgs1 mgt1 25, rad50 54, bub3 47, yeast cln2 rad14 29 and yeast mlh1 rad18 40.
`O=C1Cc2c([nH]c3ccc(Cl)cc23)-c2ccccc2N1` gave mec2-1 2, sgs1 mgt1 -51, rad50 6, bub3 -8, yeast cln2 rad14 14 and yeast mlh1 rad18 17.
